NPR1 activator = GC-A (human) enzyme activation; P16066; HEK293 GC-A cells, cGMP TR-FRET, EC30 ANP; 0% at EC30 ANP, 100% saturating ANP; activation, % at 10 µM; hit rate 0.14% among 370,000; AID 1671463; in the data active means activation above about 40%
Target sequence (P16066 whole entry, looked up): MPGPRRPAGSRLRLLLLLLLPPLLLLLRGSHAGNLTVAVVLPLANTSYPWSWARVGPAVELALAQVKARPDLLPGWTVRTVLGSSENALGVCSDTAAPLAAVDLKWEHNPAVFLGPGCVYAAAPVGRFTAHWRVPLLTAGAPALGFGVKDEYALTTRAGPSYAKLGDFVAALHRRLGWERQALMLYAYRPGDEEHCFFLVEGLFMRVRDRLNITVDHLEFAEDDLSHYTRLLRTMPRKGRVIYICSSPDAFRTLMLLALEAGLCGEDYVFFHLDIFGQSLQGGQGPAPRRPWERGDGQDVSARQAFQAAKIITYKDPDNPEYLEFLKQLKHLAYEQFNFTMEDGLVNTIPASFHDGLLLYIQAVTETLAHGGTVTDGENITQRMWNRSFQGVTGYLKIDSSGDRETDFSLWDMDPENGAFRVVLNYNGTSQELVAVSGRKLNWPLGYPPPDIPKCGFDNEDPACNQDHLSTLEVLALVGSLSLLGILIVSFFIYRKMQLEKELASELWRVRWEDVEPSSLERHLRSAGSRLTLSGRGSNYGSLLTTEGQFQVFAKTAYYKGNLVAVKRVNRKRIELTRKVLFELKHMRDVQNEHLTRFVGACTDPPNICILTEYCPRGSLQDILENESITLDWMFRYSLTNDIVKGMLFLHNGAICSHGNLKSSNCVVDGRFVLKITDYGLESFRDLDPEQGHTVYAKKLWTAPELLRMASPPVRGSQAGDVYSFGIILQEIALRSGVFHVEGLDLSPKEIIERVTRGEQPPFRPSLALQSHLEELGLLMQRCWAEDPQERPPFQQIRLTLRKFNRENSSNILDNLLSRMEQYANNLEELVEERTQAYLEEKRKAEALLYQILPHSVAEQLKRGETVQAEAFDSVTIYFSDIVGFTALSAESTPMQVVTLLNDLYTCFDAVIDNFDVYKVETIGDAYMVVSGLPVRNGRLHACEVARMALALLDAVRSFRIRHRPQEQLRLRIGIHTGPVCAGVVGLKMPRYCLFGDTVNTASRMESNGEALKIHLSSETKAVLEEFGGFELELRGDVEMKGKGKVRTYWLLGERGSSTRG
ssDAF-12 act = activators of S. stercoralis DAF-12 nuclear receptor. HEK293 ssDAF-12/GRIP1 lit1-tk-luc reporter, luminescence; % of 3 µM dafachronic acid response. hit rate 1% among 370,000. activation, % at 6.8 µM;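 active means activation above the mean over all tested compounds plus 3 SD, cut at about 0.9% in these data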;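 further: 0% = DMSO-only wells and 100% = 3 µM delta7-dafachronic acid wells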
ADAM10 inh = ADAM10 inhibition, QFRET primary screen | O14672 | inhibition, % at 7 µM | hit rate 0.62% among 370,000 | recombinant ADAM10, EDANS/DABCYL FRET peptide cleavage, 3 h;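 active means inhibition above a per-campaign cutoff equal to the mean of compounds falling between control-based bounds plus 3 SD, cut at about 20% in these data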;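 further: 0% = DMSO wells while the 100% control is not disclosed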
hgDAF-12 ag = activates the H. glycines DAF-12 receptor ligand-binding domain. HEK293 GAL4-hgDAF12 UAS-luciferase reporter, agonist luminescence; normalized to butyrate control. activation, % at 6.8 µM. hit rate 1.8% among 370,000. AID 687014;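 active means activation above a cutoff set at the mean of all screened compounds plus 3 SD, cut at about 10% in these data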;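 further: 0% = DMSO wells and 100% = sodium butyrate wells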
FXN GAA850 act = increases GAA850 frataxin promoter reporter activity. hit rate 0.56% among 360,000. activation, % at 6 µM. AID 540364. HEK293 lucGAA850 FXN promoter luciferase reporter, 24 h; percent of 10 µM SAHA response;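 active means activation above the average of all compounds screened plus 3 SD, cutoff fixed separately per campaign, cut at about 7.5% in these data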;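 further: 0% = DMSO wells and 100% = 10 µM SAHA wells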
ADAM17 inh = inhibits human ADAM17. recombinant ADAM17, EDANS/DABCYL FRET peptide cleavage. inhibition, % at 6.95 µM. hit rate 0.83% among 370,000;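 active means inhibition above the mean of compounds lying between control limits plus 3 SD, set per campaign, cut at about 8.5% in these data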;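 further: 0% = DMSO-only wells as the low control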
hcDAF-12 act = activates DAF-12 receptor from parasite H. contortus; activation, % at 6.8 µM; hit rate 1.4% among 370,000; HEK293 hcDAF-12 lit1-tk-luc reporter, luminescence; 0% DMSO, 100% Δ7-dafachronic acid;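 active means activation above the mean of all tested compounds plus 3 SD, cut at about 5.5% in these data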;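 further: 100% = response to 3 µM Δ7-dafachronic acid high control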
DAX1 inh-1 = inhibits human nuclear receptor DAX1; P51843; HEK293 Gal4-DAX1 luciferase reporter, luminescence; inhibition, % at 6.75 µM; hit rate 0.99% among 340,000; AID 504766;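 active means inhibition above the mean over all tested compounds plus 3 SD, cut at about 4.2% in these data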;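 further: 0% = DAX1-transfected cells with DMSO and 100% = empty-vector control cells with DMSO; inhibition shows as a rise in luminescence from relieved DAX1 repression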
DAX1 inh-2 = inhibitors of DAX1 repression of SF-1 activated StAR promoter. hit rate 1.1% among 370,000. AID 652010. inhibition, % at 6.8 µM. HEK293T StAR-luciferase reporter, SF-1/DAX-1 repression relief;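 active means inhibition above the mean over all tested compounds plus 3 SD, cut at about 3.6% in these data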;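 further: 0% = DAX-1 cells with DMSO and 100% = cells lacking DAX-1 with DMSO; higher inhibition means more luminescence from relief of DAX-1 repression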
PG9 binder = small molecules binding HIV-1 gp120 antibody PG9; TR-FRET gp120-PG9 antibody binding; inhibition, % at 6.7 µM; hit rate 0.43% among 360,000; AID 624416; in the data active means inhibition above about 8.5%
SMARCA2 activ = SMARCA2 function activation, primary screen; MG213 cells, MMTV-luciferase reporter, dexamethasone, overnight; activation, % at 9.1 µM; hit rate 1% among 370,000; AID 652017; in the data active means activation above about 7.8%;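 further: 0% = vehicle wells and 100% = reference activator wells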
* = called active by the depositor.

Screening COc1ccc(-c2c(Cc3ccccc3)nc(NC(=O)c3ccccc3)n2Cc2ccccc2)cc1 returned NPR1 activator -1, ssDAF-12 act -1.8, ADAM10 inh 1, hgDAF-12 ag -0.2, ADAM17 inh 2, hcDAF-12 act -1.7, DAX1 inh-2 0.8 and SMARCA2 activ -5.
For CC(=O)NCc1ccc(S(=O)(=O)N2CCCN(C)CC2)cc1 the results were NPR1 activator 0, ssDAF-12 act -0.9, ADAM10 inh 3, hgDAF-12 ag 2.7, FXN GAA850 act 1.4, ADAM17 inh -1, hcDAF-12 act -0.5, DAX1 inh-1 1.6, DAX1 inh-2 0.2, PG9 binder -0.4 and SMARCA2 activ 4.
Screening C/C(=C\c1cc(C(=O)O)c(C)o1)CO returned NPR1 activator 1, ssDAF-12 act -0.6, ADAM10 inh 1, hgDAF-12 ag 0.5, FXN GAA850 act -0.6, ADAM17 inh -6, hcDAF-12 act -1.4, DAX1 inh-1 -0.3, DAX1 inh-2 0.4, PG9 binder -0.2 and SMARCA2 activ -1.
Screening Cc1ccc(NC(=O)C2CCN(C(=O)NC3CCCCC3)CC2)cc1 returned NPR1 activator -3, ssDAF-12 act -1.2, ADAM10 inh 3, hgDAF-12 ag 2.6, FXN GAA850 act -0.4, ADAM17 inh 1, hcDAF-12 act -1.7, DAX1 inh-1 0.6, DAX1 inh-2 0.5, PG9 binder 1.5 and SMARCA2 activ 1.
Screening CCCCNC(=O)Cc1c(O)c2ccccc2[nH]c1=O returned NPR1 activator 0, ssDAF-12 act -0.9, ADAM10 inh -44, hgDAF-12 ag 0.0, FXN GAA850 act 0.8, ADAM17 inh -10, hcDAF-12 act 1.2, DAX1 inh-1 0.2, DAX1 inh-2 0.1, PG9 binder -1.2 and SMARCA2 activ 7.
Screening C[C@H]1C(=O)[C@]23C[C@H]1CC[C@H]2[C@]1(C)[C@@H](O)CC[C@@](C)(C(=O)O)[C@H]1C[C@@H]3O returned NPR1 activator 2, ssDAF-12 act 0.2, ADAM10 inh -2, hgDAF-12 ag 2.6, ADAM17 inh -3, hcDAF-12 act 0.5, DAX1 inh-2 -1.6 and SMARCA2 activ -2.
CSc1nc(C)nc(C2CC2)c1C#N was read as NPR1 activator 3, ssDAF-12 act -1.5, ADAM10 inh -3, hgDAF-12 ag -2.3, FXN GAA850 act 0.6, ADAM17 inh -3, hcDAF-12 act 0.8, DAX1 inh-2 -0.1, PG9 binder 0.7 and SMARCA2 activ -1.
Screening N#CCC(=O)N/N=C/c1ccc(SCC(=O)Nc2ccccc2)o1 returned NPR1 activator -4, ssDAF-12 act -1.7, ADAM10 inh 0, hgDAF-12 ag -2.0, FXN GAA850 act 0.0, ADAM17 inh 0, hcDAF-12 act -0.8, DAX1 inh-1 0.5, DAX1 inh-2 -0.4, PG9 binder -0.8 and SMARCA2 activ -3.
CC1=CCC2C(=O)N(c3cccc(C(=O)N(C)C4CCCCC4)c3)C(=O)C2C1 (stereo not drawn) was read as NPR1 activator 2, ssDAF-12 act -1.4, ADAM10 inh -8, hgDAF-12 ag 3.1, FXN GAA850 act -0.2, ADAM17 inh -3, hcDAF-12 act -1.9, DAX1 inh-1 0.2, DAX1 inh-2 0.0, PG9 binder 3.0 and SMARCA2 activ -3.
COc1ccc(S(=O)(=O)N2CCC3(CC2)OCCN3S(=O)(=O)c2ccc(OC)cc2)cc1 was read as NPR1 activator -1, ssDAF-12 act -0.5, ADAM10 inh 4, hgDAF-12 ag 1.0, FXN GAA850 act -1.1, ADAM17 inh -1, hcDAF-12 act -2.6, DAX1 inh-1 0.5, DAX1 inh-2 1.6, PG9 binder -0.7 and SMARCA2 activ 5.
O=C(NCCCN1CCOCC1)c1ccc(CS(=O)(=O)Cc2ccc(Cl)cc2)o1 was read as NPR1 activator 0, ssDAF-12 act -0.9, ADAM10 inh -5, hgDAF-12 ag -0.2, FXN GAA850 act -2.6, ADAM17 inh -2, hcDAF-12 act -0.8, DAX1 inh-1 -0.4, DAX1 inh-2 -0.9, PG9 binder 0.8 and SMARCA2 activ 0.
O=C(/C=C/c1ccco1)NCc1ccco1 was read as NPR1 activator 1, ssDAF-12 act -0.1, ADAM10 inh -1, hgDAF-12 ag 1.1, FXN GAA850 act 2.3, ADAM17 inh -3, hcDAF-12 act -0.5, DAX1 inh-2 0.1, PG9 binder -2.0 and SMARCA2 activ 0.
Screening Cc1cc(C)cc(NC(=S)Nc2ccc(Cl)c(Cl)c2)c1 returned NPR1 activator 4, ssDAF-12 act -1.1, ADAM10 inh -3, hgDAF-12 ag 4.4, FXN GAA850 act 1.4, ADAM17 inh -3, hcDAF-12 act -1.1, DAX1 inh-1 0.2, DAX1 inh-2 0.1, PG9 binder -3.2 and SMARCA2 activ 2.
CC1(C)CC(=O)C2=C(C1)N(C1CCCCC1)C(=O)C2(O)C(F)(F)F (stereo not drawn) was read as NPR1 activator -1, ssDAF-12 act -0.8, ADAM10 inh -1, hgDAF-12 ag 2.4, FXN GAA850 act -1.2, ADAM17 inh -1, hcDAF-12 act 2.1, DAX1 inh-1 -0.1, DAX1 inh-2 0.7, PG9 binder -2.8 and SMARCA2 activ 3.
CCOc1ccc(S(=O)(=O)N2CCCC(C(=O)NCc3ccncc3)C2)cc1 (stereo not drawn) was read as NPR1 activator 0, ssDAF-12 act -1.2, ADAM10 inh -1, hgDAF-12 ag 0.8, FXN GAA850 act -0.4, ADAM17 inh -5, hcDAF-12 act -1.3, DAX1 inh-1 -0.6, DAX1 inh-2 -1.8, PG9 binder -1.1 and SMARCA2 activ 0.
`COc1ccc(S(=O)(=O)N2CCN(C(=O)Cc3ccsc3)CC2)cc1` gave NPR1 activator -2, ssDAF-12 act -0.1, ADAM10 inh -3, hgDAF-12 ag -2.2, FXN GAA850 act 1.8, ADAM17 inh 0, hcDAF-12 act 1.4, DAX1 inh-1 0.7, DAX1 inh-2 0.1, PG9 binder -1.4 and SMARCA2 activ -1.
For Cc1ccccc1CNC(=O)c1ccccc1N the results were NPR1 activator 1, ssDAF-12 act -1.3, ADAM10 inh -493, hgDAF-12 ag -1.1, FXN GAA850 act -0.5, ADAM17 inh -149, hcDAF-12 act 0.7, DAX1 inh-1 0.0, DAX1 inh-2 -0.7, PG9 binder -0.4 and SMARCA2 activ -1.
For Cc1ncc(C[n+]2csc(CCOC(=O)CC3C4CC5CC(C4)CC3C5)c2C)c(N)n1 (stereo not drawn) the results were NPR1 activator 1, ssDAF-12 act -0.6, ADAM10 inh 11, hgDAF-12 ag 1.0, FXN GAA850 act 2.2, ADAM17 inh 4, hcDAF-12 act 0.7, DAX1 inh-1 1.6, DAX1 inh-2 0.5, PG9 binder -1.2 and SMARCA2 activ -3.
`Cc1ccc(OCC(=O)N2CCN(C(=O)Cc3ccccc3)CC2)cc1` gave NPR1 activator 1, ssDAF-12 act -0.8, ADAM10 inh 1, hgDAF-12 ag -1.4, FXN GAA850 act 0.7, ADAM17 inh -4, hcDAF-12 act -1.0, DAX1 inh-1 -0.5, DAX1 inh-2 0.3, PG9 binder 1.4 and SMARCA2 activ 1.
For Cc1cccc(OCCc2c(C)[nH]c(=S)[nH]c2=O)c1 the results were NPR1 activator -7, ssDAF-12 act -1.5, ADAM10 inh 6, hgDAF-12 ag 2.3, FXN GAA850 act -0.2, ADAM17 inh 0, hcDAF-12 act -0.5, DAX1 inh-1 0.3, DAX1 inh-2 -0.6, PG9 binder -1.9 and SMARCA2 activ 1.
Screening CCN(CC)CCN(C(=O)c1ccc(C(C)=O)cc1)c1nc2ccc(Cl)cc2s1 returned NPR1 activator -1, ssDAF-12 act -1.3, ADAM10 inh 0, hgDAF-12 ag 1.4, FXN GAA850 act 0.2, ADAM17 inh -3, hcDAF-12 act -0.1, DAX1 inh-1 -1.5, DAX1 inh-2 -0.6, PG9 binder 1.5 and SMARCA2 activ 2.
Cc1ccc2c(c1)N(CC(=O)Nc1ncccc1C)C(=O)C(C(C)C)O2 (stereo not drawn) was read as NPR1 activator 0, ssDAF-12 act -1.5, ADAM10 inh -6, hgDAF-12 ag -3.4, FXN GAA850 act 0.2, ADAM17 inh -3, hcDAF-12 act -0.8, DAX1 inh-1 1.6, DAX1 inh-2 -0.1, PG9 binder -0.1 and SMARCA2 activ -4.
`COc1cc(NC(=O)COC(=O)c2ccccc2F)cc(OC)c1` gave NPR1 activator -3, ssDAF-12 act -1.4, ADAM10 inh 7, hgDAF-12 ag -2.1, FXN GAA850 act -0.5, ADAM17 inh 3, hcDAF-12 act -2.1, DAX1 inh-1 -0.1, DAX1 inh-2 0.4, PG9 binder -1.2 and SMARCA2 activ -1.
`COc1ccc(-c2cc(C(=O)NCc3ccco3)c3ccccc3n2)cc1` gave NPR1 activator 8, ssDAF-12 act -1.3, ADAM10 inh -419, hgDAF-12 ag -2.0, FXN GAA850 act 1.9, ADAM17 inh -170, hcDAF-12 act -3.0, DAX1 inh-1 -0.5, DAX1 inh-2 -1.3, PG9 binder -0.6 and SMARCA2 activ -1.
Screening CC1CCN(S(=O)(=O)c2ccc(S(=O)(=O)NCc3cccnc3)cc2)CC1 returned NPR1 activator -2, ssDAF-12 act -0.8, ADAM10 inh -5, hgDAF-12 ag -4.2, FXN GAA850 act -0.8, ADAM17 inh -8, hcDAF-12 act 0.2, DAX1 inh-1 -1.0, DAX1 inh-2 0.1, PG9 binder 1.4 and SMARCA2 activ -4.
Screening Cc1ccc(/C=C2\SC(=S)N(CCC(=O)NNC(=O)c3ccc(O)cc3)C2=O)cc1 returned NPR1 activator -1, ssDAF-12 act -0.1, ADAM10 inh 1, hgDAF-12 ag 1.4, FXN GAA850 act -3.1, ADAM17 inh -1, hcDAF-12 act -1.0, DAX1 inh-1 0.4, DAX1 inh-2 0.3, PG9 binder 0.9 and SMARCA2 activ -2.
Screening CC(=O)Nc1ccc(NC(=O)C(C)OC(=O)C2CCCC2)cc1 (stereo not drawn) returned NPR1 activator -1, ssDAF-12 act -1.0, ADAM10 inh -5, hgDAF-12 ag 3.7, FXN GAA850 act 0.9, ADAM17 inh 1, hcDAF-12 act 0.0, DAX1 inh-1 -0.5, DAX1 inh-2 -0.3, PG9 binder -2.8 and SMARCA2 activ -1.
For O=C(CN1C(=O)/C(=C\c2ccc(F)cc2)Oc2ccccc21)NCc1ccco1 the results were NPR1 activator 0, ssDAF-12 act -1.4, ADAM10 inh -41, hgDAF-12 ag 0.1, FXN GAA850 act 1.9, ADAM17 inh -14, hcDAF-12 act -0.6, DAX1 inh-1 0.2, DAX1 inh-2 -0.1, PG9 binder 0.0 and SMARCA2 activ 4.
Screening Cc1cc(C)nc(SC2CC(=O)N(c3ccc(Br)cc3)C2=O)n1 (stereo not drawn) returned NPR1 activator -1, ssDAF-12 act -0.8, ADAM10 inh 2, hgDAF-12 ag 0.6, FXN GAA850 act -1.4, ADAM17 inh -1, hcDAF-12 act -1.8, DAX1 inh-1 0.3, DAX1 inh-2 0.3, PG9 binder -0.4 and SMARCA2 activ 6.

Screens as filed in PubChem.
